# ARNT TACC3 PPI: disrupts binding between human ARNT and TACC3; Q9Y6A5; AID 623870; inhibition, % at 9.99 µM; AlphaScreen His-ARNT PAS-B/GST-TACC3 binding, luminescence; TACC3 fragment carries E629A point mutation; 390,000 tested, 0.66% active;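 active means mean inhibition of replicates at least 50% and at least half of replicates each reaching 50%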;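 further: 0% = complete ARNT plus TACC3 wells and 100% = ARNT alone without TACC3; many hits fall short of the cut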
# * marks the source's active call; other numbers are inactive results. An excerpt; rates above refer to the full screens.
ARNT TACC3 PPI,SMILES
-3.9,COn1c(SCc2ccc(C)cc2C)nc2ccccc2c1=O
3.8,Cc1ccc(CN2CCSc3ccc(C(=O)N4CCOCC4)cc32)cc1
30.4,NS(=O)(=O)c1ccc(Nc2nc(-c3ccc(O)cc3O)cs2)cc1
-4.4,CCN(CC)c1nc(N2CCOCC2)c(C#N)c2c1CN(C)CC2
2.3,O=C1CC(c2ccco2)=Nc2ccccc2N1
-5.3,COC(=O)c1ccc(NC(=O)CSc2nnc(CNc3ccc(OC)cc3)n2C)cc1
-2.5,CCOc1ccc(C(=O)N(C)C2CCS(=O)(=O)C2)cc1 (stereo not drawn)
-12.8,C=CCSc1nnc(NC(=O)CSc2nc3ccccc3o2)s1
-0.3,CC(=O)Nc1ccc(OC(=O)c2cc3ccccc3oc2=O)cc1
2.6,COc1ccc(NC(=O)CN2CCN(CC(=O)Nc3cc(OC)cc(OC)c3)CC2)cc1
-4.0,Cc1onc(-c2ccccc2)c1C(N)=O
8.4,CC(C)=CC(=O)Nc1nnc(C)s1
-6.6,Cc1cccc(N(C(=O)Cn2nnc3ccccc32)C(C(=O)NCc2ccco2)c2ccncc2)c1C (stereo not drawn)
5.9,CC(=O)NC1=NN(C(C)=O)C2(S1)C(=O)N(C(C)C)c1ccc(C)cc12 (stereo not drawn)
-6.7,COc1ccc(CC(NC(C)=O)C(=O)NC2CCN(c3c4c(nc5ncnn35)CCC4)CC2)cc1 (stereo not drawn)
-4.2,N#Cc1ccc(-c2ccc(F)cc2)nc1Oc1ccccc1
22.9,CCOC(=O)Nc1nc(C)c(C(=O)c2ccc(Cl)cc2)s1
-3.2,CC(C)CC(NC(=O)C1CCCN1C(=O)OC(C)(C)C)C(=O)NCC(N)=O (stereo not drawn)
8.6,CC(C)(C)OC(=O)n1cccc1/C=C1\c2ccccc2C(=O)N1c1ccccc1
48.1*,CCOC(=O)c1cnc(-n2nc(C)cc2C)nc1NC
-2.3,N#Cc1c(-c2ccccc2)cc(C2CC2)nc1SCC(=O)c1cccs1
0.8,Cc1ccc(OCCSc2nnc(NC(=O)c3ccco3)s2)cc1
2.0,CN1/C(=C\C=Nc2ccc3ccccc3c2)C(C)(C)c2ccccc21
-1.2,CCc1cc2c(NCC(=O)O)ncnc2s1
-2.0,COCCn1c(SCC(=O)Nc2cccc(S(N)(=O)=O)c2)nc2ccccc21
0.3,O=C(NCCOC12CC3CC(CC(C3)C1)C2)c1cccc(Br)c1
-8.2,Cc1ccc(-c2ccc(CCC(=O)O)n2CC(=O)O)cc1
-11.2,CCOC(=O)c1sc2ncn(C(CC)C(=O)OC)c(=O)c2c1C (stereo not drawn)
-3.2,COc1ccc(OC)c(NC(=O)COC(=O)/C=C/c2c(C)nn(C3CCS(=O)(=O)C3)c2Cl)c1 (stereo not drawn)
2.3,CCN(CCNC(=O)C1CC(=O)N(CCc2ccccc2)C1)c1ccccc1 (stereo not drawn)
-22.3,CC1CCN(CC(=O)Nc2ccccc2C#N)CC1
8.8,Cc1cc2ncn(-c3ncnc4scc(-c5ccccc5)c34)c2cc1C
-14.8,O=C(CSc1ncccc1C(=O)O)c1ccccc1
-0.2,Brc1cccc(OCCn2ccnc2)c1
-5.6,Nc1nc(-n2cnnc2)nn1-c1ccccc1
-3.4,Cc1cc(C)c[n+](-c2nc([O-])sc2C=O)c1
8.1,O=C(Cn1nnc(-c2ccc([N+](=O)[O-])cc2)n1)NNC(=O)c1ccccc1
-6.8,COCCCn1cnc2c(c1=O)c1nc3ccccc3nc1n2CCc1ccccc1
0.5,Cc1nnc(N2CCC(C(=O)N3CCCCC3)CC2)c2nn(-c3ccc(Cl)cc3)c(C)c12
21.7,Cc1cc(C)n(-c2nc3ccccc3c(=O)n2OCC(=O)N(C)C)n1
-7.2,CC(=O)c1c(O)cc(O)c(C(C)=O)c1O
-7.1,Cc1ccc(/C(O)=C2/C(=O)C(=O)N(CCN3CCOCC3)C2c2cccnc2)cc1 (stereo not drawn)
-3.2,COc1ccc2cc(C(c3nnnn3CCc3ccccc3)N3CCCC(C)C3)c(=O)[nH]c2c1 (stereo not drawn)
-3.4,Cc1ccccc1-n1nc(C)c2cc(C(=O)NCc3cccnc3)sc21
-14.1,Cc1ccccc1C(=O)NC(NCC1CCCO1)C(Cl)(Cl)Cl (stereo not drawn)
2.3,c1ccc(COc2ccccc2CNCc2cccnc2)cc1
-6.1,COCCNC(=O)COc1ccccc1C
1.3,CCOCCCNS(=O)(=O)c1cc(Br)cc2c1N(C(=O)C1CC1)CC2
0.9,CN1C(=O)C2(C(C#N)=C(N)N(c3ccc(Cl)cc3)C3=C2C(=O)CC(C)(C)C3)c2ccccc21 (stereo not drawn)
2.0,CCCOc1ccc(C(=O)NCCC(=O)NCCCC(=O)OCC)cc1
1.1,O=C(O)C1Nc2ccc(Br)cc2C2C=CCC12 (stereo not drawn)
0.5,COC(=O)CSc1nnc(-c2cccnc2)n1-c1cc(OC)cc(OC)c1
-1.3,Cc1ccc(/C=C(/NC(=O)c2ccccc2)C(=O)NCCc2c[nH]c3ccccc23)o1
-10.8,COc1ccccc1-c1cc(C2CC2)nc(N)c1C#N
-5.8,NS(=O)(=O)c1ccc(CCNC(=O)C2CCCCC2)cc1
-0.9,COc1ccccc1NC(=O)Nc1ccc2c(c1)nnn2C
6.8,CC1CC(C)CN(CC(=O)N2CCCc3c2c(=O)oc2ccc(OCc4ccccc4)cc32)C1 (stereo not drawn)
53.0*,C/C(=N\NC(=O)C1CCCN(S(=O)(=O)c2ccccc2)C1)c1ccccn1 (stereo not drawn)
93.3*,CN1C(=O)c2oc3ccccc3c(=O)c2C1c1ccncc1 (stereo not drawn)
-7.5,CN1CCN(C2=CC(=O)OC23CCCCC3)CC1

# A different layout for some results above.
Compound	ARNT TACC3 PPI
CCOc1ccc(C(=O)N(C)C2CCS(=O)(=O)C2)cc1 (stereo not drawn)	-2.5
C=CCSc1nnc(NC(=O)CSc2nc3ccccc3o2)s1	-12.8

# More results:
ARNT TACC3 PPI,SMILES
31.8,CC1S/C(=N/N=C/c2ccco2)NC1=O (stereo not drawn)
16.8,COc1ccccc1N1CCN(/N=C/c2c(C)nn(-c3ccccc3)c2C)CC1
8.8,Cc1ccc(C2(C)NC(=O)N(Cc3c(C)noc3C)C2=O)cc1 (stereo not drawn)
3.3,O=C(Cc1c(C(=O)O)[nH]c2ccc(Cl)cc12)Nc1ccc2c(c1)OCCO2
-2.1,COC(=O)Nc1ccc(S(=O)(=O)n2cnc3ccccc32)cc1
0.7,CCOC(=O)C1C(=O)OC(C)(C)C1C(C)C(=O)c1ccc(OC)cc1 (stereo not drawn)
-2.7,CCc1nnc(NC(=O)CSc2nnc(Cc3ccccc3)n2-c2ccc(OC)cc2)s1
4.7,O=C(CCc1ccc(S(=O)(=O)NC2CCCCC2)cc1)NCc1ccc(Cl)cc1
6.0,COc1cc(C2N(c3ccccc3)CCN2c2ccccc2)cc(OC)c1OC
-12.2,COc1ccc(CN2CN=C(Nc3nc4ccccc4s3)NC2)cc1
2.9,CCCS(=O)(=O)N1CCC(C(=O)NCCCN(C)Cc2ccccc2)CC1
6.3,COc1ccc(C2=NNC(c3cccs3)=Nc3ccc(OC)cc32)cc1
-5.9,CSc1nnc(-c2ccccc2)n1N
-9.9,CCOC(=O)C1CCN(CC(=O)Nc2c(C(=O)OC)[nH]c3cccc(C)c23)CC1
-19.5,CCCNC(=O)Cn1c(=O)/c(=C\c2ccc(-c3ccc([N+](=O)[O-])cc3)o2)s/c1=C\C(=O)C(C)(C)C
3.3,CCCN1C(=O)/C(=C/c2cc(C)n(C)c2C)SC1=Nc1ccc(OCC)cc1
5.0,CCOC(=O)c1c(NS(=O)(=O)c2cccc(OC)c2)sc2c1CCC2
-1.3,O=C(NC1CCCc2ccccc21)C1CCN(S(=O)(=O)c2cccc3nonc23)CC1 (stereo not drawn)
-4.3,O=C(Cn1cc(S(=O)(=O)Cc2ccccc2)c2ccccc21)Nc1ccccc1
-5.2,COc1ccc(OC)c(C2C(C(=O)O)c3ccccc3C(=O)N2C)c1 (stereo not drawn)
0.7,O=C(Cn1nnc(-c2cccc(C(F)(F)F)c2)n1)NC(=O)NCc1ccco1
-6.1,Cc1ccc(-c2cc(C(=O)NCc3ccco3)c3ccccc3n2)s1
0.5,C=CCNC(=O)c1ccc(OC)cc1OC
-4.5,COc1ccc(NC(=O)c2cc(-c3ccccc3Cl)no2)cc1
-22.1,COc1ccc2c(-c3ccccc3)cc(N3CCOCC3)nc2c1
-4.4,O=C(NCc1cccs1)c1nc2ncccn2n1
2.3,CC1=C(C(=O)Nc2ccccn2)C(c2ccccc2)n2ncnc2N1 (stereo not drawn)
-26.5,Cn1c(=O)c(NCCc2ccccc2)c2c3c(cccc31)C(=O)c1ccccc1-2
4.5,CSc1nnc(-c2sccc2OCc2ccccc2)n1C
-6.3,CCCn1c(SCCN2C(=O)c3ccccc3C2=O)n[nH]c1=O
-0.1,CCCC1Cc2c(sc3nc(SC)nc(N)c23)CO1 (stereo not drawn)
69.2*,COc1cc2c(C#N)c(N3CCOCC3)nc(N)c2c(N)n1
5.7,COc1cccc(C(C#N)N2CCOCC2)c1 (stereo not drawn)
3.9,Cc1ccc2nc(-c3ccc(N4C(=NC(=O)CCC(=O)O)SC5CS(=O)(=O)CC54)cc3)sc2c1 (stereo not drawn)
-7.8,C#CCSc1nccc(-c2nn(-c3ccc(C)cc3)ccc2=O)n1
-13.6,CCc1cc2cccc(C)c2nc1SCC(=O)NNC(=O)c1ccco1
-1.2,CC(C)(C)C(=O)NCCCc1ccccc1
-3.2,CC1=C(C(=O)OCC2CCCO2)C(c2ccc(C)o2)C2=C(CC(c3ccc(F)cc3)CC2=O)N1 (stereo not drawn)
16.6,COC(=O)c1cc(OC)c(OC)cc1NC(=O)c1ccc(Br)o1
2.0,Cc1cc(C)c(S(=O)(=O)N2CCCCC2)c(C)c1N(C)S(=O)(=O)c1ccccc1

# Taken from above.
# Value of CC1=C(C(=O)OCC2CCCO2)C(c2ccc(C)o2)C2=C(CC(c3ccc(F)cc3)CC2=O)N1 (stereo not drawn) under ARNT TACC3 PPI: -3.2
# Value of O=C(Cn1nnc(-c2cccc(C(F)(F)F)c2)n1)NC(=O)NCc1ccco1 under ARNT TACC3 PPI: 0.7
# Value of CCCC1Cc2c(sc3nc(SC)nc(N)c23)CO1 (stereo not drawn) under ARNT TACC3 PPI: -0.1

# Further structures
ARNT TACC3 PPI,SMILES
9.3,COc1ccccc1NC(=O)CSc1nnc(-c2ccco2)n1Cc1ccco1
0.8,CC(C)Cn1c(=O)c(C(=O)NCc2ccccn2)c(O)c2ccccc21
-5.8,CCC(=O)Nc1nc(CC(=O)Nc2ccccc2OC)cs1
-9.0,COc1ccc(CN2CCCCC2C)cc1C (stereo not drawn)
26.0,O=C(CN1C(=O)C2(OCCO2)c2ccccc21)c1ccc(F)cc1
-4.2,O=C(COc1ccccc1Cl)Nc1nc(-c2cccs2)cs1
-1.5,COc1cc(NS(=O)(=O)c2cccc3nsnc23)c(C(=O)O)cc1OC
-4.0,CCCCCCn1c(=O)c(F)cn(Cc2ccc(OC)c([N+](=O)[O-])c2)c1=O
3.4,O=C(/C=C/Sc1ccccc1)c1ccc(Cl)cc1
-5.7,O=C(Nc1ccc(Br)c(Cl)c1)c1ccco1
-0.5,Cn1c(=O)[nH]c(=O)c2c1nc(SCCN1CCCCC1)n2Cc1ccccc1
-1.8,CCCN1C(=O)NC2(O)C(=O)c3ccccc3C12O (stereo not drawn)
21.4,CCOC(=O)CSc1nnc(-c2ccc(S(=O)(=O)N3CCC(C)CC3)cc2)o1
1.1,CC(C)(C)Nc1c(N)c(=O)oc2ccccc12
2.7,COc1cc(C2/C(=C(\O)c3cc(C)ccc3C)C(=O)C(=O)N2CCN(C)C)ccc1O (stereo not drawn)
-10.2,CC(C)(C)c1ccc(OC(=O)c2ccc3nsnc3c2)cc1
-3.3,CC(NC(=O)Nc1cccc([N+](=O)[O-])c1)(C(F)(F)F)C(F)(F)F
-10.9,FC(F)(F)c1cccc(Sc2nc(-c3ccccc3)nnc2C(F)(F)F)c1
35.7,N#C/C(C(N)=O)=C1/CCc2ccccc2N1
-10.3,O=C(c1ccc(Cl)s1)N1CCN(C23CC4CC(CC(C4)C2)C3)CC1

# Structures above that bear a hit mark in ARNT TACC3 PPI.
ARNT TACC3 PPI,SMILES
48.1*,CCOC(=O)c1cnc(-n2nc(C)cc2C)nc1NC
53.0*,C/C(=N\NC(=O)C1CCCN(S(=O)(=O)c2ccccc2)C1)c1ccccn1 (stereo not drawn)
93.3*,CN1C(=O)c2oc3ccccc3c(=O)c2C1c1ccncc1 (stereo not drawn)
69.2*,COc1cc2c(C#N)c(N3CCOCC3)nc(N)c2c(N)n1

# More entries.
ARNT TACC3 PPI,SMILES
0.3,COc1ccc(N(CC(=O)O)S(=O)(=O)c2cccnc2)cc1
6.7,CC1(C)CC(=O)c2sc(NC(=O)c3cccs3)nc2C1
1.6,O=C(NCc1ccco1)C(c1ccccc1)N(C(=O)Cc1cccs1)c1ccccc1 (stereo not drawn)
6.1,CCc1nnc(NC(=O)CSc2nnc(CNc3ccc(Cl)cc3)o2)s1
-14.4,Cc1coc(C)c1C(=O)CC1(O)C(=O)Nc2cc(Cl)cc(Cl)c21 (stereo not drawn)
1.3,Nc1ccc2nc(-c3ccc(N)c(Cl)c3)[nH]c2c1
-7.4,O=c1c2ccccc2nc2n1-c1ccccc1CCC2
-3.1,O=C(Cn1c(C(F)(F)F)nc2ccccc21)c1ccc(Cl)cc1
-3.6,CS(=O)(=O)Nc1cccc(C(=O)CC2(O)C(=O)Nc3ccc(Br)cc32)c1 (stereo not drawn)
-2.7,Cc1ccc(Nc2nc(Oc3ccc(=O)[nH]n3)nc(N(C)C)n2)cc1
-0.9,FC(F)Oc1ccc(/C=N/c2c(-c3ccc(OC(F)F)cc3)nc3n2CCS3)cc1
-1.0,Cc1oc(C(C)(C)C)cc1C(=O)Nc1cccc(C(=O)O)c1
-4.2,Cc1ccc(C(=O)N/C(=C\c2cccc([N+](=O)[O-])c2)C(=O)NCc2ccncc2)cc1
-5.2,O=C(Nc1c(C(=O)N2CCOCC2)cnn1-c1ccccc1)c1ccccc1

# Bioassay records as filed in PubChem BioAssay.
